Screening data: PubChem, several laboratories
Wnt act – activates Wnt/beta-catenin signaling in a reporter cell assay; activator, plate reader; activation, % at 9.35 µM; 300,000 compounds, 1.2% hits; AID 743398; in the data active = activation above about 30%, passing the limit was not always enough; inconclusive = no clear call, values can overlap the other calls;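 note: 0% = neutral control wells and 100% = positive control wells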
MOR-DOR inv ag – inverse agonists of human mu-delta opioid receptor heterodimerization; P35372+P41143; cell-based MOR-DOR heterodimer luminescence, inverse agonism; inhibition, % at 9.3 µM; 340,000 compounds, 0.21% hits; AID 504357; in the data active = inhibition above about 22%, passing the limit was not always enough;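 note: 0% = cells with DMSO and 100% = wells without cells with DMSO; values of inactives mirror those of a sister screen read the other way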
V-ATPase pH – yeast V-ATPase proton transport regulation by pHLuorin | S. cerevisiae, pHLuorin cytosolic pH fluorescence | response, % at 10 µM | 350,000 compounds, 0.37% hits | AID 504577; in the data active = response mostly above about 7.3%, no sharp cut-off; inactive = mostly below about 5.4%; note: actives read high; inactives centre near 0; some compounds called inactive have numbers as strong as hits; reference of the scale not given here
RTF Ca sens act – increases calcium sensitivity of human cardiac regulated thin filaments | IANBD-labeled TnC RTF fluorescence at EC20 calcium; 0% EC20 calcium, 100% full calcium | activation, % at 7.2 µM | 340,000 compounds, 0.24% hits;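 active = activation above the mean over all tested compounds plus 3 SD, cut at about 30% in these data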;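 note: rise in fluorescence read as greater calcium sensitivity of cardiac thin filaments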
C-LANA FP – blocks KSHV LANA C-terminal domain binding to DNA; MBP-C-LANA/FAM-LBS DNA binding, fluorescence polarization; inhibition, % at 9 µM; 340,000 compounds, 0.078% hits;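 active = highest replicate inhibition at or above 60% at 9 µM, even if other replicates fall short; inactive = all replicates below 60% inhibition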;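 note: 0% = neutral control wells and 100% = 4 µM acridine orange control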
MOR-DOR ag – agonists of human mu-delta opioid receptor heterodimerization | P35372+P41143 | cells, OPRM1-OPRD1 heterodimerization, luminescence | activation, % at 9.3 µM | 340,000 compounds, 0.3% hits | AID 504326; in the data active = activation above about 18%;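 note: 0% = vehicle-treated cells and 100% = reference agonist; values of inactives mirror those of a sister screen read the other way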
Pemphigus Ab inh – blocks pemphigus antibody binding to human desmoglein-3; DSG3-coupled beads, scFv-anti-DSG3-GFP binding, flow cytometry; hits give low values; 310,000 compounds, 0.48% hits; P32926; AID 588358; binding (percent of control), % at 10 µM;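 active = binding more than 3 SD below its plate's average and above zero; inconclusive = below that plate limit but binding exactly zero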;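 note: hits lower antibody fragment binding to DSG3; some compounds called inactive have numbers as strong as hits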
Arrestin-AP2 inh – human beta-arrestin and AP2 interaction inhibition; FITC-arrestin peptide / GST-AP2 beads, flow cytometry; AP2 beta2 appendage carries R879A mutation; inhibition, % at 10 µM; 340,000 compounds, 0.31% hits; AID 504490;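 active = inhibition above a set limit, near 3 SD of compounds lacking own fluorescence, cut at about 54% in these data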;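 note: plate controls were DMSO wells for no effect and 5 µM unlabelled arrestin peptide for full effect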
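System: GST-AP2 R879A glutathione beads. Medium: PBS with 0.05% Tween 20 and 0.1% BSA. Also added: FITC-arrestin peptide, 50 nM. Incubation: 12 min plus 1 h, RT. Measured by: high-throughput flow cytometry of beads, ex 488, em 535 nm. Evaluation: percent drop in bead-associated FITC signal.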
Keap1-Nrf2 PPI – disrupts human Keap1 binding to Nrf2 peptide | Keap1 Kelch-Nrf2 peptide fluorescence polarization, 1536-well | inhibition, % at 9.4 µM | 340,000 compounds, 0.15% hits | AID 504523; in the data active = inhibition above about 12%; inconclusive = no clear call, values can overlap the other calls; inactive = below about 7.3%;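 note: human Keap1 Kelch domain with fluorescein labeled Nrf2 9mer peptide probe; 0% = neutral control wells and 100% = peptide positive control; higher means more block of Keap1 binding to Nrf2 peptide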
Target sequence (Q14145 whole entry, looked up, the tested form may be a part): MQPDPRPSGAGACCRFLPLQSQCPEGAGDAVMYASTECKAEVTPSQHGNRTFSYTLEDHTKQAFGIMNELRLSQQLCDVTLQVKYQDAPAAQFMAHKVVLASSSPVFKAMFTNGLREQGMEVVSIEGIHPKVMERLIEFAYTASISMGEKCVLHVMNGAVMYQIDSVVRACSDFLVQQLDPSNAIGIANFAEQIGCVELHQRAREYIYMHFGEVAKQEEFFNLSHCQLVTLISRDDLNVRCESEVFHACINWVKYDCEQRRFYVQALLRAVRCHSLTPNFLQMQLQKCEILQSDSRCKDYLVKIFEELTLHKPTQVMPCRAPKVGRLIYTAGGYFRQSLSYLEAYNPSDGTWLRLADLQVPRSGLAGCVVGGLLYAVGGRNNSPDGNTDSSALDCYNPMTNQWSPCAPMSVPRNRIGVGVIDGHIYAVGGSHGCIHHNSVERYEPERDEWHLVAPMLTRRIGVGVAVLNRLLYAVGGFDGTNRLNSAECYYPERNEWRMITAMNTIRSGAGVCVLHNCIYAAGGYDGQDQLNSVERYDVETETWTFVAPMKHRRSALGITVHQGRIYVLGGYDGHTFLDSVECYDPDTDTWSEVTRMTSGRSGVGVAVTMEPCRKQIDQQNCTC
RTF Ca sens inh – cardiac RTF calcium desensitization | IANBD-labeled cardiac RTF, Ca2+ fluorescence | AID 493244 | inhibition, % at 7.15 µM | P19429+P45379 | 340,000 compounds, 0.12% hits;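 active = inhibition above the mean inhibition of all tested compounds plus 3 SD, cut at about 17% in these data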;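 note: assay run at fixed EC70 calcium of 1.6 mM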
The depositor's hits bear a star; ? = inconclusive; . = not tested or not shown. Random draw from the library. About 3.1% of those tested had a hit in this group.

SMILES	Wnt act	MOR-DOR inv ag	V-ATPase pH	RTF Ca sens act	C-LANA FP	MOR-DOR ag	Pemphigus Ab inh	Arrestin-AP2 inh	Keap1-Nrf2 PPI	RTF Ca sens inh
Cc1ccc(OCCN(C)C(=O)C2CCC(=O)N(CCCN3CCCC3=O)C2)cc1 (centres undefined)	0	-5	-2	1	0.4	0.9	.	-13	-2	-4
CN1C=CC2=C(C#N)C(N)C(C#N)(C#N)[C@H](c3ccccc3)[C@H]2C1 (some centres undefined)	-2	14	-4	23	41	-2.6	98	30	?	-35
Cc1cc(-n2c(C)cc(C(=O)CSc3nncn3C(C)C)c2C)no1	0	-9	-6	-5	-1.3	1.3	102	3	-3	-4
CC(C)N1CCNCC1	-1	3	2	-6	-0.3	-0.5	99	13	-1	10
Cc1ccnc(NS(=O)(=O)c2ccc(NC(=O)C3CC=CCC3C(=O)O)cc2)n1 (centres undefined)	0	12	1	-6	0.4	-2.4	99	12	-2	0
COc1ccc(C2/C(=C(/O)c3ccc(F)cc3)C(=O)C(=O)N2CCCN(C)C)cc1 (centres undefined)	1	4	2	-4	1.2	-0.8	98	-4	-4	5
O=C(Cn1cc(C(F)(F)F)ccc1=O)NCc1ccc(F)cc1	2	10	2	0	0.0	-1.7	.	-5	-3	-16
Cc1cc(NC(CC(C)C)C(=O)O)nc(Cc2ccccc2)n1 (centres undefined)	.	10	-2	0	0.7	-2.2	.	-1	-5	-6
N#CCCN(C(=O)c1ccco1)c1ccccc1	.	-3	-3	18	-1.0	0.6	106	9	-4	-5
CCOC(=O)N1CCN(S(=O)(=O)c2cc([N+](=O)[O-])ccc2C)CC1	-1	-2	-1	2	-1.2	0.5	.	9	-3	-9
Cc1ccc(S(=O)(=O)/N=C(\Sc2ccccc2)c2ccccc2)cc1	.	3	-8	-4	0.2	-0.5	103	-3	2	1
O=C(c1cccn2c(=O)c3cc(Br)ccc3nc12)N1CCN(c2ccccn2)CC1	-3	10	-5	-8	1.2	-1.9	97	4	-3	2
C[C@@H]1CN([C@H](C)CO)C(=O)c2cc(NS(=O)(=O)c3ccc(F)cc3)ccc2O[C@@H]1CN(C)Cc1ccc(Cl)c(Cl)c1	-8	-16	3	1	1.0	3.5	100	2	-4	-3
Cn1c(=O)oc2cc(S(=O)(=O)CCC(=O)NCCc3ccccc3)ccc21	-2	13	-6	0	1.1	-2.4	.	27	0	-3
O=c1c2ccccc2nc(/C=C/c2cccc(Br)c2)n1CCCO	2	2	-3	0	0.4	-0.5	107	-4	3	-1
O=[N+]([O-])c1cc2c(cc1/C=N/n1cnnc1)OCO2	0	5	-4	4	0.2	-1.0	98	3	-3	1
O=C(CN1C(=O)COc2ccc(S(=O)(=O)N3CCCC3)cc21)NC1CC1	0	11	-2	4	0.2	-2.2	85	-10	-2	0
O=S(=O)(Nc1ccc(N2CCOCC2)cc1)c1cccs1	.	4	-1	-4	0.8	-0.8	70	4	2	-6
O=C(c1ccc(Cl)c([N+](=O)[O-])c1)N1CCN(Cc2ccc3c(c2)OCO3)CC1	-2	-2	0	-2	0.6	0.3	111	2	-5	-9
CCN1CCN(C(c2ccc(OC)c(OC)c2)c2nnnn2C(C)(C)C)CC1 (centres undefined)	-2	3	2	2	0.8	-0.7	107	4	3	-6
CCOc1ccc(CCNC(=O)COC(=O)/C=C/c2ccc(OC(F)F)c(OC)c2)cc1OCC	0	-8	-7	-3	-1.3	1.2	96	-5	-2	-10
CCOc1ccc2[nH]c(=O)c(CN(CCc3ccccc3)C(=O)N3CCCC3)cc2c1	.	6	-3	1	1.4	-1.1	103	-2	0	-3
Cc1ccc(C2C(C#N)=C(N)Oc3cc(N)ccc32)cc1 (centres undefined)	-1	13	4	-10	1.0	-2.6	102	1	-4	1
COc1cc2c(cc1OC)C(SC)=NC1(CCCC1)C2	11	-42	-5	-3	-0.4	9.1	104	5	-2	-15
CCOC(=O)c1cnn(-c2nc(-c3ccc(C)cc3)cs2)c1C(F)(F)F	.	-1	0	-1	1.4	0.2	.	-5	-3	1
COc1ccc(/C=N/NC(=O)c2ccc(NC(=O)C3CCCCC3)cc2)cc1O	2	21	-4	-5	-0.2	-4.1	.	34	-2	-3
CN(C)/C=C/C(=O)c1ccc(Cl)s1	10	6	-1	1	0.0	-1.1	107	11	3	0
CC(C)(CNC(=O)c1ccc(NS(=O)(=O)c2ccc(Br)cc2)cc1)N1CCOCC1	-4	13	4	2	-0.4	-2.0	99	-6	-3	-2
O=C(Nc1nc2ccccc2s1)c1cccc(S(=O)(=O)N2CCc3ccccc32)c1	-1	9	2	4	2.1	-1.8	88	-7	2	-2
Cn1c(Cc2ccccc2)nnc1SCC(=O)c1cccs1	.	10	1	6	-1.4	-1.8	111	-3	-3	1
O=c1c2ccccc2ccc2ccccc12	10	3	-1	1	1.1	-0.8	.	-14	0	-15
C[C@]12C(=O)N(c3ccc(Cl)cc3)C(=O)N1[C@@H]1c3ccccc3OC[C@@H]1[C@H]2c1ccccc1	-1	8	-2	0	0.3	-1.6	100	4	-1	-4
O=C(CC(Cc1ccccc1)C(=O)O)Nc1ccccc1 (centres undefined)	-1	18	-4	-2	-1.1	-3.9	.	-12	0	1
O=C(NCC(O)c1ccccc1)c1ccccc1 (centres undefined)	-5	2	1	7	-0.1	-0.4	101	-6	-4	-13
O=C(CS(=O)(=O)c1ccccc1)N1CCN(c2ccccc2)CC1	-4	4	2	3	-1.4	-0.7	98	-1	-1	-9
Cc1ccc2oc(=O)c3cnn(CC(=O)N(CCCN4CCOCC4)Cc4ccco4)c3c2c1	1	-1	0	3	1.3	0.1	94	11	4	2
COc1ccc(CNS(=O)(=O)c2ccc(C3CNC(=O)C3)cc2)cc1 (centres undefined)	-4	5	12*	4	-1.0	-1.0	104	-13	0	-4
CCOc1cccc2sc(N(CCCN(C)C)C(=O)c3ccc(C(=O)c4ccccc4)cc3)nc12	-2	-1	3	1	0.3	0.2	123	-12	-6	-3
COc1ccc(/C=C/C(=O)OCCCN(C)C)cc1	-1	-7	0	-1	0.0	1.0	92	0	-1	4
O=C(Nc1cc(=O)[nH]c(=O)[nH]1)c1cccc(Br)c1	-8	-5	.	-4	0.0	0.7	104	-2	-7	13
O=C(CSc1ccc(Cl)cc1)N1N=CCC1c1ccccc1 (centres undefined)	7	-5	1	4	0.5	1.0	114	15	-4	2
O=C(Nc1ccccc1)/C(=C/c1ccccc1)c1ccccc1	.	-36	0	-1	1.4	8.7	.	-4	-3	-6
Cc1nc(C)c(Oc2cccc(C(F)(F)F)c2)c(=O)[nH]1	-1	11	-2	4	0.4	-2.1	107	43	-2	5
O=C(CSc1nnc(-c2ccc(Br)cc2)n1C1CCCCC1)N1CCCC1	.	16	-1	-3	-1.4	-2.6	101	-2	-1	-8
Cc1cccc(OCC(=O)N2CCN(S(C)(=O)=O)CC2)c1	2	17	2	1	0.9	-3.4	105	-1	-5	-3
Cc1ccc(-c2c(NCCc3ccccc3)c(=O)c2=O)cc1	0	-3	-4	-4	1.1	0.6	95	0	-5	-1
O=C(COC(=O)c1ccc(Br)o1)Nc1cccc(S(=O)(=O)N2CCCCC2)c1	1	-5	4	6	-2.6	1.0	126	-2	0	-6
COCC1CCN(C(=O)CC2C(=O)NCCN2Cc2cccc(Oc3ccccc3)c2)CC1 (centres undefined)	-3	10	3	2	1.0	-1.4	104	-7	-4	0
CCOC(=O)C1C(C(=O)OC)=C(C2=CCCCC2)c2ccccc2N1S(=O)(=O)C(F)(F)F (centres undefined)	-1	-2	2	-1	-1.7	0.4	101	-2	2	-7
O=C(Nc1ccc(S(=O)(=O)N2CCN(Cc3ccccc3)CC2)cc1)c1cnccn1	.	7	-2	-6	-0.5	-1.4	99	15	-4	-3
Cn1c(=O)n(C)c2cc(NC(=O)c3ccc(F)cc3)ccc21	-1	0	1	0	-1.2	0.1	98	18	-1	-14
FC(F)(F)c1ccc(Oc2ccc3ccccc3c2Br)nc1	-1	8	0	-3	0.9	-1.5	85	8	-4	9
O=[N+]([O-])c1ccc(C2OCCO2)cc1CS(=O)(=O)c1ccccc1	0	9	-3	-6	2.3	-1.5	96	6	1	-8
CC(C)[C@H](NC(=O)c1ccc(Cl)c([N+](=O)[O-])c1)C(=O)NCc1ccc(F)cc1	-4	8	1	2	-0.8	-1.6	98	27	0	14
COc1ccc(N(CC(=O)NCc2ccc(C)cc2)S(=O)(=O)c2c(C)nn(C)c2C)cc1	-1	1	7	1	-2.1	-0.2	101	8	2	-5
CC12CCC(=O)N1C(C(=O)Nc1ccc(Br)cc1Cl)CS2 (centres undefined)	-1	14	3	-1	-3.0	-4.3	108	-9	0	0
COc1ccc(Br)cc1C(=O)NC(=S)Nc1ccc(CN2CCOCC2)cc1	-3	9	-4	-4	0.2	-1.8	103	-3	0	6
O=C(Nc1ncccn1)c1cc(-c2ccc(F)cc2)nc2ccccc12	-1	13	5	1	0.0	-2.8	113	5	-6	-7
Cc1ccc(-c2cc(C(=O)Nc3ccc(S(=O)(=O)Nc4onc(C)c4C)cc3)[nH]n2)c(O)c1	3	10	-1	-1	1.0	-2.0	105	-11	-2	0
Cc1ccc(-c2nc(C)sc2CC(=O)OCC(=O)Nc2c(F)cccc2F)cc1	.	3	-1	0	-0.1	-0.6	100	-22	2	-3
(further entries)
SMILES	Wnt act	MOR-DOR inv ag	V-ATPase pH	RTF Ca sens act	C-LANA FP	MOR-DOR ag	Pemphigus Ab inh	Arrestin-AP2 inh	Keap1-Nrf2 PPI	RTF Ca sens inh
Cc1cc(C)n(-c2cc(N3CCN(S(=O)(=O)c4ccc(C)c(C)c4)CC3)ccc2[N+](=O)[O-])n1	.	6	1	3	-0.1	-1.1	95	3	-3	-9
CCOC(=O)c1c(NC(=O)Cn2nc(C(=O)O)c3ccccc3c2=O)sc(C)c1C	-4	6	0	4	-0.7	-1.1	102	9	-2	5
CCCCc1cc(=O)oc2cc(C)cc(OCC(=O)NCc3ccccn3)c12	-1	7	5	-8	1.0	-1.3	95	-14	-4	0
Cc1nnc(SCC(=O)Nc2cccc(C(F)(F)F)c2)[nH]c1=O	-4	16	1	4	-0.7	-3.8	.	-1	-4	-1
CC1CCCCC1NC(=O)C1CCN(S(=O)(=O)N2CCOCC2)CC1 (centres undefined)	12	-5	3	-1	2.0	0.9	98	-4	2	-6
Cc1[nH]c(=O)c(C#N)cc1-c1ccccc1	0	18	1	7	0.5	-3.2	105	-2	-6	3
Cc1ccc(C(=O)N2c3ccccc3OCC2C)cc1 (centres undefined)	-1	0	2	-1	1.2	0.0	104	-10	1	-1

Pulled by compound from the list above, two records:
SMILES	Wnt act	MOR-DOR inv ag	V-ATPase pH	RTF Ca sens act	C-LANA FP	MOR-DOR ag	Pemphigus Ab inh	Arrestin-AP2 inh	Keap1-Nrf2 PPI	RTF Ca sens inh
CC1CCCCC1NC(=O)C1CCN(S(=O)(=O)N2CCOCC2)CC1 (centres undefined)	12	-5	3	-1	2.0	0.9	98	-4	2	-6
Cc1ccc(C(=O)N2c3ccccc3OCC2C)cc1 (centres undefined)	-1	0	2	-1	1.2	0.0	104	-10	1	-1
